# Screening data (PubChem)
# STEP block: inhibitors of human striatal-enriched phosphatase STEP. recombinant STEP, OMFP fluorogenic substrate, fluorescence. inhibition, % at 20 µM. 360,000 tested, 0.25% active;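 active = inhibition at 20 µM, scaled per plate between control wells, above about 37%, limit read from the data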;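 also: 0% = DMSO with enzyme and substrate and 100% = substrate only without enzyme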
#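 medium = Bis-Tris buffer pH 6.0, 2.5 mM DTT, 0.005% Tween 20 | test system = STEP (striatal-enriched tyrosine phosphatase) enzyme, cell-free | measure = normalized % inhibition | compound dosing = 20 µM, 1% DMSO | also added = 25 µM OMFP | schedule = reaction 20 min, ambient temperature | measured by = fluorescence read at 480 nm ex / 540 nm em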
# NadD inh: blocks S. aureus nicotinate mononucleotide adenylyltransferase; purified NadD enzyme, colorimetric absorbance read-out; inhibition, % at 20 µM; 360,000 tested, 0.78% active; AID 602399; in the data active = inhibition above about 26%; also: some compounds past the cut are filed as inactive
# MT1-MMP act inh: blocks activation of human MT1-MMP; AID 651647; P50281; 360,000 tested, 0.061% active; HT1080 RFP-PRO-GFP cells, GFP/RFP ratio fluorescence, overnight; percent of plate control window, DMSO zero; GFP/RFP ratio change, % at 20 µM;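 active = GFP/RFP ratio change of at least 30% with cell ATP level not reduced by more than half and red fluorescence within 50% of control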; also: strong numbers were not always called active
#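 Test system: HT1080 RFP-PRO-GFP cells; Benchmarks: DMSO and RFP-L50D-GFP cell wells; Timing: cells overnight before dosing, compound overnight, 37 °C, 5% CO2; Compound: one 20 µM compound dose with 1% DMSO; Read-out: GFP/RFP fluorescence ratio.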
# DNMT1 block: DNMT1 (human) enzyme inhibition | P26358 | DNMT1 molecular beacon, Hinp1I cleavage, fluorescence | inhibition (reported as % activation of signal), % at 10 µM | 360,000 tested, 0.83% active | AID 588458; in the data active = inhibition above about 50%
# CendR NRP1 mod: modulators of CendR peptide binding to human neuropilin-1; O14786; FAM-RPARPAR peptide binding to NRP-1, fluorescence polarization; inhibition, % at 25 µM; 360,000 tested, 0.85% active;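 active = inhibition or corrected inhibition above about 18%, plus a signal ratio from 0.5 to 1.5, limit read from the data, passing the limit was not always enough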; also: strong numbers were not always called active
# Target sequence (O14786 whole entry, looked up): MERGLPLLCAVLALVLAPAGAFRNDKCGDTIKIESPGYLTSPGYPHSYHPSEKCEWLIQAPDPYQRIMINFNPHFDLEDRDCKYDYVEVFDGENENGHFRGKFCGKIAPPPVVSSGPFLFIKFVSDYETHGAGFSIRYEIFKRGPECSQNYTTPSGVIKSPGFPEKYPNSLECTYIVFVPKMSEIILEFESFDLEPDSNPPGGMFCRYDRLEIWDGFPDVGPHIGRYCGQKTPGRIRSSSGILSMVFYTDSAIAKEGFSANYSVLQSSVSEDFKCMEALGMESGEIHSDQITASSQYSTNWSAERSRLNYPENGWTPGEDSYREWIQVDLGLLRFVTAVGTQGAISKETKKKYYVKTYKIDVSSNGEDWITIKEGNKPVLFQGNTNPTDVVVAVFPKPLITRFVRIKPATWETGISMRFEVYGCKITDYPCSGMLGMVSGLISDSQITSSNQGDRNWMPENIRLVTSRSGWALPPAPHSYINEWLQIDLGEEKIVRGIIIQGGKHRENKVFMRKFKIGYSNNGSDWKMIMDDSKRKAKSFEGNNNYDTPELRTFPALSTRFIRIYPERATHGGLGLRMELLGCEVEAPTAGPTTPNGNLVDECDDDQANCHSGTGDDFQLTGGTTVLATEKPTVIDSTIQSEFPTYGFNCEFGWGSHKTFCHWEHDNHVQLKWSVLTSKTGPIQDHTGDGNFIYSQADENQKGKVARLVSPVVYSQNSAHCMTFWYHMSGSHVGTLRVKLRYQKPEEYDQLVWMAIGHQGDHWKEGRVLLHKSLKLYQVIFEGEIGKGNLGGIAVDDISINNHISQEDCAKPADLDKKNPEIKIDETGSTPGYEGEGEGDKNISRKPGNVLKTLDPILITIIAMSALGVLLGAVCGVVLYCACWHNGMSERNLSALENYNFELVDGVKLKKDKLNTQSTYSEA
# SUMO1-SIM PPI: SUMO1-SIM interaction modulation; 360,000 tested, 0.33% active; SUMO1 binding to a labelled peptide, TR-FRET, 1 h; inhibition, % at 20 µM; P63165; in the data active = inhibition above about 37%
# LMPTP block: blocks human LMPTP phosphatase; inhibition, % at 20 µM; recombinant LMPTP-A, OMFP fluorogenic substrate, fluorescence intensity; 360,000 tested, 0.22% active;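 active = compounds that cut the enzyme signal by at least half of the control window in the single-dose screen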;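 also: plate controls were DMSO wells with enzyme plus substrate for no effect and substrate without enzyme for full effect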
# Target sequence (P24666 whole entry, looked up): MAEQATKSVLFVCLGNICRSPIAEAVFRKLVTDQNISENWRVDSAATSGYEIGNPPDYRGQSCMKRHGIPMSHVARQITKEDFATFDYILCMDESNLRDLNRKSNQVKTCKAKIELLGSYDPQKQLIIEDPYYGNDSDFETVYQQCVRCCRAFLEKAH
#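 Test system – LMPTP-A phosphatase enzyme · Quantity – 0.625 nM LMPTP-A final · Reagent – OMFP substrate, 400 µM final · Dosing – one test concentration per compound, 20 µM, with 3% DMSO overall · Timing – 50 min enzyme reaction at room temperature, protected from light · Detection – fluorescence intensity · Controls – substrate-only low control, DMSO enzyme-plus-substrate high control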
# Scp-1 inhibitor: Scp-1 (human) phosphatase inhibition; Q9GZU7; Recombinant Scp1, phosphopeptide, malachite green phosphate absorbance; inhibition, % at 20 µM; 340,000 tested, 0.88% active; AID 493091;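 active = inhibition above about 50% at 20 µM, limit read from the data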;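 also: plate controls were DMSO wells with enzyme for no effect and wells lacking enzyme for full effect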
#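 Material: truncated SCP-1 phosphatase (76-261aa) / Buffer or medium: 50 mM Tris acetate pH 5.5, 0.005% Tween-20, 10 mM MgCl2 / Compound dosing: one concentration, 20 µM, with 1.0% DMSO / Incubation: 45 min room-temperature reaction, 5 min colour, 30 min stabiliser / Detection: colorimetric free-phosphate detection, absorbance 630 nm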
# Rpn11 inh: blocks the human proteasome subunit Rpn11. O00487. human 26S proteasome, Ub4-pepOG fluorescence polarization; 20S core pre-blocked with epoxomicin. calls only at 20 µM. 360,000 tested, 0.59% active;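 active = inhibition at 20 µM, scaled to each plate's controls, above about 33%, limit read from the data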
# SKN-1 block: blocks SKN-1 activity in C. elegans; C. elegans VP596 Pgst-4::GFP/RFP ratio, acrylamide-induced, 24 h; inhibition, % at 21.8 µM; 360,000 tested, 0.49% active;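 active = interference check ratio from 0.5 to 1.5 plus GFP to RFP signal ratio inhibition reaching or exceeding a fixed threshold, cut at about 30% in these data, passing the limit was not always enough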; also: some compounds called inactive have numbers as strong as hits
# The depositor's hits bear a star; i = inactive; . = no result given.
mol,STEP block,NadD inh,MT1-MMP act inh,DNMT1 block,CendR NRP1 mod,SUMO1-SIM PPI,LMPTP block,Scp-1 inhibitor,Rpn11 inh,SKN-1 block
COCCn1cc(C(=O)N2CCC(C)CC2)c2c3ccccc3n(C)c2c1=O,-2,2,-1,1,-6,4,-0.6,0,i,4
O=C(CNC(=O)c1ccco1)OCc1ccc(C(=O)Oc2ccccc2)cc1,-1,-6,-4,6,-6,4,0.8,-12,i,4
CCOC(=O)c1c(C)[nH]c(C)c1C(=O)COC(=O)c1cccc(S(=O)(=O)NC)c1,-4,-8,1,-2,-17,2,-1.5,-8,i,-7
COc1ccccc1CN(C(=O)c1cnccn1)C(C(=O)NC1CCCCC1)c1cc(OC)c(OC)c(OC)c1 (stereo not given),-1,-5,-1,1,-2,3,-0.6,-12,i,-13
Cn1c(=O)c2c(ncn2CC(=O)OCC(=O)NCCc2ccccc2)n(C)c1=O,1,-3,-1,0,6,0,-1.9,-8,i,23
CSc1nc(NNC=O)cc(Oc2ccc(NC(C)=O)cc2)n1,-2,-2,4,2,10,4,-3.3,-4,i,25
Cc1cccc(NC(=O)C(C)N2C(=O)C3C4CC(C(Br)C4Br)C3C2=O)c1 (stereo not given),-5,-5,3,-4,0,5,-0.9,-7,i,-4
COc1ccccc1NC(=O)c1nn(-c2ccc(OC(F)(F)F)cc2)ccc1=O,0,-5,5,10,5,-4,-0.5,4,i,-8
CCOc1ccccc1CN(Cc1ccco1)S(=O)(=O)c1ccc(-n2cnnn2)c(OC)c1,6,-2,-11,-3,2,2,4.0,-6,i,6
CC(C)(C)OC(=O)CC1(C#N)c2ccccc2C(Br)=CN1C(=O)c1ccccc1 (stereo not given),0,-7,9,-3,22,1,0.2,-9,i,4
Cc1nn(C)cc1CNC(=O)Nc1ccc(Cl)cc1,0,-6,0,-5,4,2,-0.1,-3,i,3
Clc1ccc2nc(CSc3nncn3-c3ccccc3)cn2c1,-2,1,-2,0,7,-3,0.3,-5,i,1

mol,STEP block,NadD inh,MT1-MMP act inh,DNMT1 block,CendR NRP1 mod,SUMO1-SIM PPI,LMPTP block,Scp-1 inhibitor,Rpn11 inh,SKN-1 block
CCc1noc(C)c1C(=O)Nc1cc(S(=O)(=O)N(CC)CC)ccc1N1CCCC1,-1,-2,-1,39,-8,7,-0.3,-3,i,3
Cc1ccc2c(c1)N(C(=O)CCC(=O)NCc1cccc(Br)c1)CC(C)O2 (stereo not given),-2,-4,2,3,-4,-2,0.1,-1,i,-15
COc1ccccc1Cn1c(CCCO)nc2ccccc21,-1,1,-1,0,-1,-1,5.7,-2,i,-5
Cn1cccc1/C=N/NC(=O)Cc1ccccc1,-2,0,2,-1,-12,7,-2.2,4,i,-3
O=C(Nc1cc([N+](=O)[O-])ccc1N1CCCC1)c1ccccc1,0,3,.,-3,2,-23,3.6,0,i,3
Fc1ccc(CNC(=S)Nc2cccc(Cl)c2)cc1,0,0,7,-6,-5,17,-0.6,-8,i,11
COc1cc(C(=O)NCc2ccc(C)cc2)ccc1OC(F)F,-2,-1,1,3,-4,2,-1.3,3,i,-7
CCCN(CC(=O)Nc1ccccc1OC)C(=O)Cc1ccc2c(c1)CCC2,71*,9,1,-3,2,0,-0.1,-5,i,10
C=C1CCC[C@]2(C)C[C@H]3OC(=O)C(CN4CCCCC4CO)[C@H]3CC12 (stereo not given in full),-6,-5,-20,3,6,2,0.4,-12,i,18
CNc1cc(-n2nc(C)cc2-c2ccccc2)ncn1,-2,-2,-8,2,-2,-2,-2.5,-2,i,-2
CCC(C)n1ncn(-c2ccc(N3CCN(c4ccc(OC)cc4)CC3)cc2)c1=O (stereo not given),3,0,5,-6,0,3,-1.6,-5,i,1
CCCN1CCN(C(=S)Nc2sc(CC)cc2C(=O)OC)CC1,2,-10,1,-3,11,-1,-0.9,-9,i,3

mol,STEP block,NadD inh,MT1-MMP act inh,DNMT1 block,CendR NRP1 mod,SUMO1-SIM PPI,LMPTP block,Scp-1 inhibitor,Rpn11 inh,SKN-1 block
COc1ccc(OC)c(Cc2nnc(CCC(=O)NC3CCCC3)o2)c1,-2,-4,2,-1,-10,2,-0.7,3,i,-1
CCCCC(=O)C1=C(N2CCCC2)CC(C)(C)CC1=O,0,7,5,0,5,0,-2.1,0,i,9
Cc1ccccc1NC(=O)CSC(N)=O,-5,-2,0,-2,-6,-1,-0.1,2,i,-4
COc1ccc(C(=O)COC(=O)CCN2C(=O)[C@@H]3[C@H](C2=O)[C@@H]2C[C@H]3C(Br)C2Br)cc1 (stereo not given in full),-1,-10,8,-3,-10,0,0.1,-8,i,-5
O=C(NC12CC3CC(CC(C3)C1)C2)N1CCN(C2CCCCC2)CC1,-2,-10,0,3,0,0,-0.7,-5,i,8
Brc1ccc(-c2cn3cccnc3n2)cc1,-1,-4,-3,8,8,-13,-0.2,14,i,48*
O=C(NC1CCCCC1)c1ccc(CS(=O)(=O)c2ccc(Cl)cc2)o1,0,-2,-2,0,0,-2,0.6,-2,i,5
c1ccc2c(c1)OC1OC2Oc2ccccc21,2,-5,-3,6,11,1,-0.2,0,i,13
C/C(=N\N=c1/sc2ccccc2n1C)c1ccc(N2CCOCC2)cc1,1,-6,-3,0,-7,-2,0.2,-8,i,2
CCCNC(=O)C1(S(=O)(=O)c2ccccc2)CC=CC1,-3,-6,-2,92*,14,-3,-1.9,-6,i,7
COc1ccc(/C=C/c2nc3ccccc3c(=O)n2-c2cccc(C(=O)O)c2)cc1,0,5,-2,-1,0,-2,0.0,-2,i,19
COCCN1C(=O)N[C@@H](c2ccco2)C(C(=O)OC)=C1C,0,-2,-4,0,24,4,-0.7,-4,i,-13

mol,STEP block,NadD inh,MT1-MMP act inh,DNMT1 block,CendR NRP1 mod,SUMO1-SIM PPI,LMPTP block,Scp-1 inhibitor,Rpn11 inh,SKN-1 block
C=C1SC(Nc2c(C)cc(C)cc2C)=NC12CCCCC2,1,-6,-30,11,-3,1,2.4,5,i,-4
COCCOC1CCN(C(=O)c2cc(COc3ccc(-n4cncn4)cc3)on2)CC1,1,1,-3,2,-21,6,-1.1,-4,i,10
COc1cc(C2C(C#N)=C(N)Oc3n[nH]c(C)c32)ccc1OC(=O)c1ccccc1 (stereo not given),-2,3,1,-13,2,-15,-0.8,-3,i,8
C=C(c1ccc(O)cc1)c1ccc(O)cc1,-6,2,0,-15,-1,20,2.5,-11,i,-5
CN(C)S(=O)(=O)c1ccc(Cl)c(NC(=O)CN2CCN(c3ccccn3)CC2)c1,-1,-4,6,0,-3,3,0.6,-6,i,11
O=C(COc1ccccc1C(=O)c1cnn(-c2ccccc2)c1)Nc1ccccc1,2,-12,-3,-4,2,2,3.3,-3,i,7
S=C(NCc1ccco1)N1CCN(c2ccccc2Cl)CC1,1,-8,-6,-4,-17,-2,-0.4,-4,i,-8
COc1cc2c(cc1OC)CN(S(=O)(=O)/C=C/c1ccccc1)CC2,2,-4,2,-3,8,0,0.0,-11,i,1
O=C(CN1C(=O)NC2(CCCCCC2)C1=O)Nc1ccc(S(=O)(=O)N2CCOCC2)cc1,-3,17,-2,-2,-1,-1,-0.8,-6,i,-2
CN(C)CCCOc1nn(Cc2ccccc2)c2ccccc12,0,3,1,0,2,-1,-2.3,-12,i,9
CN(CC(=O)Nc1ccccc1Br)C(=O)c1cc(Cl)nc2ccccc12,-2,6,-2,1,9,-1,1.0,-7,i,5
COC(=O)c1c(C)[nH]c(C(=O)C(C)OC(=O)c2cnc(C)cn2)c1C (stereo not given),4,0,1,3,2,2,0.0,-5,i,-3

mol,STEP block,NadD inh,MT1-MMP act inh,DNMT1 block,CendR NRP1 mod,SUMO1-SIM PPI,LMPTP block,Scp-1 inhibitor,Rpn11 inh,SKN-1 block
COc1ccc(C)cc1NC(=O)C1CCN(S(=O)(=O)c2c(C)noc2C)CC1,-3,-4,-2,-6,-2,2,1.2,-1,i,6
O=c1cc(N2CCc3ccccc3C2)[nH]c(=O)n1-c1ccc(Cl)cc1,-4,0,-2,-3,-12,0,0.8,-8,i,9
O=C1CC(N2CCN(c3ccc(S(=O)(=O)N4CCOCC4)cc3)CC2)C(=O)N1Cc1ccccc1 (stereo not given),13,9,3,-2,9,0,-1.2,-1,i,24
CCOc1ccc(S(=O)(=O)N(C)c2ccc(OCC(=O)N3c4ccc(C)cc4C4CN(C)CCC43)cc2)cc1 (stereo not given),-2,4,1,-3,-9,1,3.8,-4,i,6
Cc1ccc(NC(=S)Nc2ccccn2)cc1C,-2,1,-1,-1,4,4,2.0,-4,i,11
CCOC(=O)C1=C2SCC(=O)N2C(N)=C(C#N)C1,2,1,-7,-2,1,-1,0.1,-10,i,3
NC(=NCCc1c[nH]c2ccccc12)NS(=O)(=O)c1cc(F)ccc1F,-3,-8,1,-1,-4,0,-0.4,-4,i,-7
CCc1ccccc1N1CSC2=C(C#N)C(c3cc(OC)c(OC)cc3OC)CC(=O)N2C1 (stereo not given),2,22,-3,-20,-13,2,2.2,-2,i,-1
Cc1ccc(OCC(=O)N(Cc2ccc(C)o2)C2CCS(=O)(=O)C2)cc1 (stereo not given),-2,10,-1,0,11,4,-1.2,-5,i,12
CCC(C)(C)NC(=O)C(c1ccccc1Cl)N(C(=O)CCC(=O)Nc1cc(C)on1)C1CC1 (stereo not given),-2,-4,1,10,7,0,1.2,4,i,-9
CC(C)Cn1c(N)c(C(=O)CSc2nnnn2-c2ccc(Cl)cc2)c(=O)n(C)c1=O,0,-2,2,25,-6,8,-1.4,13,i,1
COc1ccccc1NC(=O)c1cccc(NC(=O)c2ccco2)c1,4,-9,5,-1,-4,3,-0.7,-11,i,6
COc1cccc(/C=N/n2c(N)c(S(=O)(=O)c3cccs3)c3nc4ccccc4nc32)c1OC,0,7,2,32,-4,4,-1.3,0,i,4
O=C(Cc1ccc(F)cc1)OCn1nnc2ccccc2c1=O,0,-4,-5,1,2,-2,-0.6,-3,i,3
COc1cc(CC(=O)OC2CCOC2=O)cc(OC)c1OC (stereo not given),-2,6,0,3,10,0,0.9,2,i,-9

# Entries of single compounds, quoted from the list:
# Cc1ccc(OCC(=O)N(Cc2ccc(C)o2)C2CCS(=O)(=O)C2)cc1 (stereo not given) across the screens: STEP block = -2; NadD inh = 10; MT1-MMP act inh = -1; DNMT1 block = 0; CendR NRP1 mod = 11; SUMO1-SIM PPI = 4; LMPTP block = -1.2; Scp-1 inhibitor = -5; Rpn11 inh = i; SKN-1 block = 12
# CCOc1ccc(S(=O)(=O)N(C)c2ccc(OCC(=O)N3c4ccc(C)cc4C4CN(C)CCC43)cc2)cc1 (stereo not given) across the screens: STEP block = -2; NadD inh = 4; MT1-MMP act inh = 1; DNMT1 block = -3; CendR NRP1 mod = -9; SUMO1-SIM PPI = 1; LMPTP block = 3.8; Scp-1 inhibitor = -4; Rpn11 inh = i; SKN-1 block = 6
